# From PubChem BioAssay
# TRHR agonist: activates the human TRH receptor. TRHR cells, calcium flux fluo-8, FDSS agonist mode. activation, % at 2 µM. hit rate 0.18% among 360,000. P34981; in the data active = activation above about 30%; also: 0% is about no effect
# Target sequence (P34981 whole entry, looked up): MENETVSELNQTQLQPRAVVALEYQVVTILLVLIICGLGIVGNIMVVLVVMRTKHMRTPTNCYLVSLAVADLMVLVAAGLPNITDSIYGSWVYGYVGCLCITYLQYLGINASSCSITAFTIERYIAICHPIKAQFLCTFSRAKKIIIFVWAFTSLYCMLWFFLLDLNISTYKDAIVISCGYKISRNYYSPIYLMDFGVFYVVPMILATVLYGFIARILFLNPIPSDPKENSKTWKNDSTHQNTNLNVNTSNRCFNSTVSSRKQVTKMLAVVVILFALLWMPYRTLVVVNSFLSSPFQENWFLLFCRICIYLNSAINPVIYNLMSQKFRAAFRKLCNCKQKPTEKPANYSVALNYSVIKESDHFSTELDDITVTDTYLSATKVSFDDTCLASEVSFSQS
#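 Agonist-mode FDSS calcium read (Ex 480/Em 530, 1 s cycles) in 1536-well TRHR cells with fluo-8 dye, after 10-cycle baseline and 23 nL compound addition; TRH at EC20 (10 nM final) added afterwards for the enhancer phase.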
# rTrxR1 inhibitor: rat TrxR1 inhibition; Potency, µM (titrated, usually from 114 µM), for inactives: at the top dose activity change, negative = inhibition, most hits filed as inhibitors; AID 588453; recombinant rTrxR1, NADPH fluorescence consumption, selenite substrate; hit rate 1% among 390,000; O89049; also: potency is read from the fitted curve at half-maximal effect; % is scaled to controls: 0 for no effect and ±100 for the full control effect; nearly all actives have a fitted effect of over 65% in size
#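 Rat TrxR1 (90 nM in the dispensed reagent) was pre-reduced with 400 uM NADPH for 5 min at room temperature, then incubated with compound for 15 min. After 400 uM selenite was added, NADPH fluorescence (Ex 340/Em 450 nm) was followed for 8 min.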
# D2 agonist: D2 dopamine receptor (human) agonism. P14416. HEK293 T-REx D2 cells, calcium flux agonist mode. activation, % at 2 µM. hit rate 0.53% among 340,000;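 active = activation over 3 SD above normal in the single-dose calcium agonist read, cut at about 30% in these data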; also: 0% is about no effect
#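 Agonism is scored from calcium flux in a force-coupled, inducible HEK293 cell line expressing D2, read kinetically for 180 s after compound addition against dopamine controls.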
# D2 antag: antagonists of human D2 dopamine receptor; P14416; HEK293 TREx D2 cells, calcium flux, dopamine EC80; inhibition, % at 10 µM; hit rate 2% among 340,000; AID 485344; in the data active = inhibition above about 30%; also: 0% is about no effect
#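 Inhibition of EC80 dopamine-driven calcium flux, recorded kinetically, defines activity here; cells are a tetracycline-induced HEK293 T-REx line expressing force-coupled D2.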
# TRHR enhancer: TRH receptor (human) allosteric enhancement. P34981. TRHR cells, fluo-8 calcium fluorescence, EC20 TRH enhancement. enhancement, % at 2 µM. hit rate 0.66% among 360,000. AID 493056; in the data active = enhancement above about 30%; also: 0% is about no effect
#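 TRHR-expressing cells loaded with fluo-8 calcium dye were read kinetically (ex 480/em 530) during compound addition, then stimulated with an EC20 of TRH (10 nM final). Enhancement of the Gq-mediated intracellular calcium response was scored.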
# mIDH1 inhibitor: blocks human mutant IDH1 R132H enzyme. Potency, µM (highest dose often 76.6 µM), for the others: at the top dose activity change, negative = inhibition, hits mostly inhibitors. IDH1-R132H enzyme, NADPH consumption, diaphorase/resazurin fluorescence. O75874. hit rate 0.093% among 390,000; also: potency is read from the fitted curve at half-maximal effect; % is scaled to controls: 0 for no effect and ±100 for the full control effect; nearly all actives have a fitted effect of over 65% in size
#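 IDH1-R132H (0.5 ug/mL) preincubated 30 min with compound, then NADPH (0.016 mM) and alpha-KG (2 mM) added; 80 min at RT, pH 7.5. Remaining NADPH coupled via diaphorase/resazurin to fluorescence (540/590 nm); concentration-response curves normalized to no-enzyme control.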
# USP1-UAF1 inh: inhibitors of human USP1/UAF1 deubiquitinase. O94782. recombinant USP1/UAF1, Ub-Rhodamine cleavage fluorescence. Potency, µM (series often up to 57.1 µM), inactives show top-dose activity change, negative = inhibition, most hits filed as inhibitors. hit rate 0.23% among 390,000. AID 743255; also: potency is read from the fitted curve at half-maximal effect; % is scaled to controls: 0 for no effect and ±100 for the full control effect; nearly all actives have a fitted effect of over 60% in size; inactives centre near -12
#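 1 nM enzyme complex + cpd, 15 min RT; start with Ub-Rho 150nM final; kinetic fluorescence ex 480/em 540, 6 reads q60 s. Buffer 50mM HEPES pH 7.8, 0.5mM EDTA, 0.1 mg/ml BSA, 1mM TCEP, 0.01% Tween-20.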
# PI4K2A inh: PI4K2A (human) kinase inhibition. hit rate 0.13% among 420,000. AID 1346378. activity change, negative = inhibition, % at 76.9 µM. purified PI4K2A, ADP-Glo luminescence, 1 h; hits give low values; in the data active = activity change below about -50%; inconclusive = mostly about -30% to -49%;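 also: -100% = wells without enzyme as full effect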
# Target sequence (Q9BTU6 whole entry, looked up): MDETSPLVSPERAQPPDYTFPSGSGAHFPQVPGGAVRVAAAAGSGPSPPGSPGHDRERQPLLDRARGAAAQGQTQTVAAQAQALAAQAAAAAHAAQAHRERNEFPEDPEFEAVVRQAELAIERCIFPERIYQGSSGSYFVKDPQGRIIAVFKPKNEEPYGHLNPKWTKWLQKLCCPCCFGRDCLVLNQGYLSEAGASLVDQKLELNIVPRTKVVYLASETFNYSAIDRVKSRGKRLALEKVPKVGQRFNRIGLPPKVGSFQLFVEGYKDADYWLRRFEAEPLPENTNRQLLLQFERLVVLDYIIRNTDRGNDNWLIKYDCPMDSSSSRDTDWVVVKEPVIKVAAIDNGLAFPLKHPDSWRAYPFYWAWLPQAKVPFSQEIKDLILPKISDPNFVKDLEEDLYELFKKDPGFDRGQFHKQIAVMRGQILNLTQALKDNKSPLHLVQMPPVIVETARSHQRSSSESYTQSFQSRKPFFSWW
#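 PI4K2A activity was measured by ADP-Glo luminescence: enzyme (4 ug/mL stock) and phosphatidylinositol (1.2 mM stock) in Tris pH 7.5/MgCl2/EGTA/Triton X-100 buffer were reacted with ATP (300 microM stock) for one hour at ambient temperature.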
# TrxR1 substrate: rat thioredoxin reductase 1 substrate activity; O89049; purified TrxR1 substrate turnover, NADPH consumption readout; Potency, µM (top dose mostly 114 µM), for inactives: top-dose activity change, negative = substrate turnover; hit rate 0.01% among 390,000; AID 588456; also: potency is read from the fitted curve at half-maximal effect; % is scaled to controls: 0 for no effect and ±100 for the full control effect; nearly all actives have a fitted effect of over 50% in size
#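 Rat TrxR1, dispensed at 90 nM, was prereduced with 400 uM NADPH (final) for 5 min at ~22 deg C, then incubated with compound 15 min before 400 uM selenite. A first-read NADPH fluorescence drop versus no-compound background flagged substrates.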
# Starred values were filed as active, the others as inactive; ? = inconclusive; · = not tested or not shown; [ ] = remark or other dose. Unless noted, calls follow the shape of the dose curve; as a rule, active = well fitted inhibition curve with a large enough effect; inconclusive = small, poorly fitted or top-dose-only effect; inactive = no such curve, though single readings can be large or run the other way.
SMILES,TRHR agonist,rTrxR1 inhibitor,D2 agonist,D2 antag,TRHR enhancer,mIDH1 inhibitor,USP1-UAF1 inh,PI4K2A inh,TrxR1 substrate
COC(=O)/C(C#N)=C/c1c(N2CCN(Cc3ccc4c(c3)OCO4)CC2)nc2c(C)cccn2c1=O,-0.1,0%[57.1 µM],-0.7,-8,-10,-5%,10%,0,5%[57.1 µM]
Cc1ccc2c(=O)c(C(=O)c3ccccc3)cn(CC(=O)Nc3ccc4c(c3)OCCO4)c2n1,0.4,21%,·,·,-2,-8%,-33%,-5,1%
CCn1c2ccccc2c2cc(C3C(C#N)=C(N)Oc4n[nH]c(COC)c43)ccc21 (configuration not stated),2.4,8%[57.1 µM],-0.4,-6,-3,52µM*,-18%,-2,11%[57.1 µM]
C1CCCCCC2(CCCCC1)OCC(CN1CCOCC1)O2 (configuration not stated),-0.1,-3%,1.2,8,5,10%,-19%,-2,-4%
COc1cc(C(=O)Oc2cccc(C(=S)N3CCOCC3)c2)cc(OC)c1OC,-0.1,-10%,0.3,-1,-3,10%,1%,3,-15%
CCO[C@@H]1OC(C(N)=O)=C[C@H](c2ccccc2)[C@H]1CCCO,0.1,8%,-0.1,-17,2,5%,-27%,4,-2%
NC(=O)c1ccc(NC(=O)COC(=O)CCC2CCCCC2)cc1,·,7%,·,·,·,1%,-3%,1,-2%
COCCn1nnnc1C(C(C)C)N(Cc1ccccc1)Cc1cc2cc(OC)ccc2[nH]c1=O (configuration not stated),-0.2,18%[57.1 µM],0.9,-7,2,-8%,-7%,0,8%[57.1 µM]
CC(C)c1ccc(/C=C2\C(=N)N3N=C(CC(=O)N4CCCCC4)SC3=NC2=O)cc1,0.3,-32%,0.2,6,1,5%,-17%,-3,-15%
Cc1ccc(C(=O)N/C(=C\c2cccc([N+](=O)[O-])c2)C(=O)OCN2C(=O)c3ccccc3C2=O)cc1,-1.9,7%,-1.0,-12,-1,1%,-13%,63,1%
COC(=O)c1[nH]c2cccc(OC)c2c1NC(=O)CN1CC(C)OC(C)C1 (configuration not stated),0.2,7%,-0.2,-8,-7,-2%,-22%,-2,32%[activator]
COc1cccc(C(=O)NCc2ccc3[nH]c(C)cc3c2)c1,-0.3,34%,1.0,0,8,-2%,-13%,1,0%
CC1(C)Cc2c(sc3ncn4nc(CCC(=O)O)c(=O)nc4c23)CO1,0.0,-9%,-0.9,-12,14,2%,4%,-8,3%
Cn1nc(C(F)(F)F)c(-c2ccccc2)c1NC(=O)c1ccco1,-0.5,7%,0.0,-8,-2,3%,-4%,-3,-4%
Cc1ccc(S(=O)(=O)N2CCCCC2C(=O)N2CCN(Cc3ccccc3)CC2)cc1 (configuration not stated),-0.9,-1%[57.1 µM],0.1,-9,12,6%,-15%,7,-1%[57.1 µM]
COC(=O)C1=C(CS(=O)(=O)c2ccccc2)NC(=O)NC1c1ccc(OC)c(OC)c1 (configuration not stated),0.7,0%,0.5,-15,-3,6%,-3%,3,-6%
COc1ccc(NC(=O)Nc2ccc3c(c2)C(=O)N([C@H](C)CO)C[C@H](C)[C@@H](CN(C)S(C)(=O)=O)O3)cc1,·,4%[57.1 µM],·,·,·,3%,-13%,-4,8%[57.1 µM]
CCCN1CCN(CCCNC(=O)CN2C(=O)c3cccnc3Oc3ccc(C)cc32)CC1,0.5,29%,0.4,0,4,5%,-23%,3,3%
CCOC(=O)c1c(NC(=O)c2ccn(CC)n2)sc2c1CCC2,0.4,23%,0.7,10,-1,-9%,-27%,2,14%[57.1 µM]
CCCCn1c(SCC(=O)Nc2nc(C)cs2)nnc1-c1cccnc1,-0.4,10%,-0.5,-1,-1,1%,-11%,-3,2%

# Eight compounds out of the list, arranged by number of heavy atoms, high to low.
SMILES,TRHR agonist,rTrxR1 inhibitor,D2 agonist,D2 antag,TRHR enhancer,mIDH1 inhibitor,USP1-UAF1 inh,PI4K2A inh,TrxR1 substrate
Cc1ccc(C(=O)N/C(=C\c2cccc([N+](=O)[O-])c2)C(=O)OCN2C(=O)c3ccccc3C2=O)cc1,-1.9,7%,-1.0,-12,-1,1%,-13%,63,1%
CCCN1CCN(CCCNC(=O)CN2C(=O)c3cccnc3Oc3ccc(C)cc32)CC1,0.5,29%,0.4,0,4,5%,-23%,3,3%
COC(=O)C1=C(CS(=O)(=O)c2ccccc2)NC(=O)NC1c1ccc(OC)c(OC)c1 (configuration not stated),0.7,0%,0.5,-15,-3,6%,-3%,3,-6%
COC(=O)c1[nH]c2cccc(OC)c2c1NC(=O)CN1CC(C)OC(C)C1 (configuration not stated),0.2,7%,-0.2,-8,-7,-2%,-22%,-2,32%[activator]
CCCCn1c(SCC(=O)Nc2nc(C)cs2)nnc1-c1cccnc1,-0.4,10%,-0.5,-1,-1,1%,-11%,-3,2%
Cn1nc(C(F)(F)F)c(-c2ccccc2)c1NC(=O)c1ccco1,-0.5,7%,0.0,-8,-2,3%,-4%,-3,-4%
CCOC(=O)c1c(NC(=O)c2ccn(CC)n2)sc2c1CCC2,0.4,23%,0.7,10,-1,-9%,-27%,2,14%[57.1 µM]
COc1cccc(C(=O)NCc2ccc3[nH]c(C)cc3c2)c1,-0.3,34%,1.0,0,8,-2%,-13%,1,0%

# Next section
SMILES,TRHR agonist,rTrxR1 inhibitor,D2 agonist,D2 antag,TRHR enhancer,mIDH1 inhibitor,USP1-UAF1 inh,PI4K2A inh,TrxR1 substrate
CCOC(=O)C1=C(c2ccccc2)NC(SCC(=O)Nc2ccc(C)cc2)=C(C#N)C1c1ccco1 (configuration not stated),0.1,9%,0.8,55*,6,2%,-19%,1,10%
COC(=O)c1ccc(-n2c(C)cc(-c3csc(NC(=O)c4ccc(S(=O)(=O)N(C)C)cc4)n3)c2C)cc1,-0.1,-8%,0.9,-7,2,6%,-10%,?,-4%
Cc1coc2cc3oc(=O)c(CC(=O)NCCc4ccccc4)c(C)c3cc12,0.1,10%,-0.4,·,1,-6%,?,2,2%
c1ccc(CN2CCC(Nc3nc(-c4cccnc4)nc4ccccc34)CC2)cc1,0.6,-1%[57.1 µM],0.5,49*,6,8%,?,1,2%[57.1 µM]
Brc1ccccc1OCCOCCOc1cccc2cccnc12,-0.5,19%[57.1 µM],-0.2,14,6,4%,-22%,-3,7%[57.1 µM]
COc1cc(C(=O)O)cc(OC)c1OCc1cc(C(=O)O)oc1C,0.4,1%,·,·,0,1%,-12%,4,-3%
CC(C)(NO)/C(=N\O)c1ccc(Cl)cc1,-0.4,7%[11.4 µM],-1.4,5,8,6%,-1%,0,-4%[11.4 µM]
CC(C)(C)c1ccc(-c2cc(-c3ccccc3O)[nH]n2)cc1,0.5,18%,-0.3,3,-3,3%,-22%,2,6%[57.1 µM]
Cc1cccc(C)c1OCC(=O)NCc1ccccc1,0.0,6%,-0.5,-9,-2,0%,-12%,1,3%
Cc1c(-c2ccccc2)nc2ccccc2c1C(=O)NCc1cccs1,-0.4,-23%,-0.4,-5,-4,2%,-12%,4,-15%
COc1cccc(N2CC(NC(=O)c3cccs3)CC2=O)c1 (configuration not stated),-0.6,29%[57.1 µM],-3.9,·,13,19%,?,1,5%[57.1 µM]
Cc1noc(-c2ccc(-c3noc(-c4ccc(F)cc4)n3)cc2)n1,1.0,17%[57.1 µM],-0.5,·,6,-9%,-15%,-1,-2%[57.1 µM]
CCC(C)(O)C(=O)N[C@H]1CCCN1C(=O)/C=C/c1ccccc1 (some centres not stated),·,3%,·,·,·,9%,?,-1,-3%
C#CCOCCOCCOCCNc1nc(N2CCN(C(=O)[C@H](CCC(=O)O)n3cc(C(N)CC(C)C)nn3)CC2)nc(N2CCN(C(=O)[C@H](CCC(=O)O)n3cc(C(N)CC(C)C)nn3)CC2)n1 (some centres not stated),0.1,13%[57.1 µM],-0.5,0,-6,-11%,16%,-5,10%[57.1 µM]
COc1ccc(-c2c(C)c3ccc(O)c(CN4CCOCC4)c3oc2=O)cc1,-0.9,45%[activator][57.1 µM],·,·,-2,12%,-22%,3,198%[activator][57.1 µM]
Cc1nnc(SCCn2c(N3CC(C)CC(C)C3)nc3c2c(=O)[nH]c(=O)n3C)s1 (configuration not stated),10,2%,0.8,14,0,0%,-11%,5,0%
CCOC(=O)C(C)Oc1cccc2c(=O)n(CC(=O)NCc3ccc(F)cc3)ccc12 (configuration not stated),-0.1,30%,·,·,4,0%,-16%,7,10%
CCN(CC)CCn1c2c(c(SCC(=O)Nc3nc(C)cs3)nc1=O)CCCC2,-1.4,2%[57.1 µM],-2.7,7,3,16%,0%,-1,-8%
Cc1ccc(NS(=O)(=O)c2ccc3c(c2)NC(=O)CO3)c(C)c1,0.9,42%[activator],-0.6,-18,4,-5%,-10%,-2,4%
CC(C)(C)OC(=O)N1CCC(C(=O)Nc2ccc(C(=O)NCc3ccccc3)cc2)CC1,·,8%,·,·,·,9%,-25%,3,-6%
O=C(COc1ncnc2ccccc12)Nc1cccc([N+](=O)[O-])c1,0.2,11%[57.1 µM],1.8,6,7,-1%,-11%,-3,1%
Cc1ccc(C(=O)Nc2ccc3nc(SCC(=O)N4CCc5ccccc54)sc3c2)cc1,0.8,23%,1.8,·,-4,-3%,0%,-1,10%
